Compound activity: PubChem BioAssay, several laboratories
TLR9-MyD88 inh = TLR9-MyD88 interaction inhibition | inhibition, % at 4.98 µM | 340,000 compounds, 0.21% hits | Q9NR96+Q99836 | CHO BLA complementation TLR9-MyD88, CCF4 FRET ratio;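 active means inhibition above the mean over all tested compounds plus 3 SD, cut at about 21% in these data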;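 further: 0% = DMSO only wells and 100% = clavulanate BLA inhibitor control wells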
MC4R ag barr = agonists of human melanocortin 4 receptor (MC4R) beta-arrestin | U2OS MC4R beta-arrestin complementation, luminescence; percent of melanotan II response, DMSO zero | activation, % at 8.9 µM | 360,000 compounds, 0.98% hits | AID 540308;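 active means activation above a per-plate cutoff, the mean activation of sample wells on that plate plus 3 SD, cut at about 8% in these data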
NR2F2 inh = blocks human COUP-TFII nuclear receptor | P24468 | HEK293T NGFI-A luciferase reporter, luminescence | inhibition, % at 8.6 µM | 370,000 compounds, 0.7% hits | AID 686940;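 active means inhibition above a per-plate cutoff, mean inhibition of test wells between control levels plus 3 SD, cut at about 38% in these data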;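 further: cells cotransfected with COUP-TFII expression vector driving the NGFI-A reporter; 0% = median of COUP-TF2 test wells and 100% = reporter-only cells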
MC4R antag cAMP = blocks human MC4R cAMP signaling; P32245; MC4R-expressing cells, MTII-stimulated cAMP, LANCE TR-FRET; inhibition, % at 6.5 µM; 360,000 compounds, 0.48% hits;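 active means inhibition above its plate's cutoff, the mean of tested wells on that plate plus 3 SD, cut at about 29% in these data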;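 further: 0% = Melanotan II alone and 100% = Melanotan II plus saturating MCL0020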
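Assay system: U2OS-MC4R stable cell line; Also added: Melanotan II; Technique: Eu-cAMP/anti-cAMP TR-FRET, emission 671 nm; Times: 30-min compound, 1-h challenge, 1-h detection, room temperature.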
SRC2 inh = human SRC2 (NCOA2) inhibition; Q15596; HEK293 GAL4-SRC2 luciferase reporter, luminescence; inhibition, % at 9 µM; 370,000 compounds, 0.17% hits; AID 651957;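 active means inhibition above the mean inhibition of all tested compounds plus 3 SD, set per campaign, cut at about 52% in these data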;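 further: 0% = DMSO treated cells and 100% = cells given Gossypol at 36 µM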
NOD2-RIPK2 inh = NOD2-RIPK2 protein interaction inhibition | CHO BLA complementation NOD2-RIPK2, CCF4 ratio | inhibition, % at 4.98 µM | 360,000 compounds, 0.38% hits; in the data active means inhibition above about 21%;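 further: 0% = vehicle only and 100% = reference blocker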
NCOA3 inh = human NCOA3 inhibition. HEK293 GAL4-SRC3 luciferase reporter, luminescence. 360,000 compounds, 0.17% hits. inhibition, % at 3.6 µM. Q9Y6Q9;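 active means inhibition above a per-campaign cutoff, the mean of all compounds plus 3 SD, cut at about 60% in these data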;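 further: 0% = DMSO-treated cells and 100% = gossypol-treated cells at 36 µM; higher means less SRC3-driven luciferase light from the GAL4 reporter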
ABHD5-PLIN5 inh = ABHD5-PLIN5 protein interaction inhibition | Q00G26+Q8WTS1 | Split G. princeps luciferase complementation, luminescence, 4 h | inhibition, % at 4 µM | 360,000 compounds, 0.78% hits | AID 602281;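 active means inhibition above the mean inhibition across every tested compound plus 3 SD, cut at about 22% in these data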;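 further: 0% = DMSO only wells and the 100% control is not disclosed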
Target sequence (Q00G26 whole entry, looked up): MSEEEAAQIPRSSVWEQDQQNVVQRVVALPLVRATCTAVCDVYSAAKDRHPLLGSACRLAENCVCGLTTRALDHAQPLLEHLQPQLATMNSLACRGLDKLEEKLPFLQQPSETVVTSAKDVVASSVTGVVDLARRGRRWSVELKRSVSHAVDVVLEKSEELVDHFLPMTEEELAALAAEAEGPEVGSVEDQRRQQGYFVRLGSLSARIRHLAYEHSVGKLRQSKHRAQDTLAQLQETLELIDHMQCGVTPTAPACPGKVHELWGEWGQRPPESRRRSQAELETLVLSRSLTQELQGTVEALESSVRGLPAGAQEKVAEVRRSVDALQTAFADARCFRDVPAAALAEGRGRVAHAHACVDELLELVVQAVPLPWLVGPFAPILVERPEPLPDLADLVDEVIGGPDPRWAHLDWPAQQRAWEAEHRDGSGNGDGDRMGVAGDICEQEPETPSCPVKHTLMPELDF
Target sequence (Q8WTS1 whole entry, looked up): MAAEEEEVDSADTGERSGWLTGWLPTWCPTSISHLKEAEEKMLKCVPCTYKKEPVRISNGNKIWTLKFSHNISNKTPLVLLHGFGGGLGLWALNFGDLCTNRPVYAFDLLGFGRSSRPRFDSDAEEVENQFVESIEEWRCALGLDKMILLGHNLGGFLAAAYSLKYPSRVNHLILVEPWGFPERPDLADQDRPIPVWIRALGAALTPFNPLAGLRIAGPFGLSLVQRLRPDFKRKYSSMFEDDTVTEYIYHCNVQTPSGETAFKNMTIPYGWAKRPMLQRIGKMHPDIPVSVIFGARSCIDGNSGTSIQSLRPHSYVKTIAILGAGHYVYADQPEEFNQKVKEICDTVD
EBV LMP1 NFkB = inhibitors of Epstein-Barr LMP1-induced NF-kappaB reporter | LMP1-induced NF-kappaB luciferase reporter cells, luminescence | inhibition, % at 12.5 µM | 350,000 compounds, 0.69% hits; in the data active means inhibition above about 41%;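 further: 0% = neutral control wells and 100% = reference inhibitor control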
NCOA1 inh = inhibits human SRC1 coactivator | HEK293 GAL4-SRC1 luciferase reporter, luminescence | inhibition, % at 3.6 µM | 360,000 compounds, 0.12% hits;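 active means inhibition above the campaign mean plus 3 SD, with each screening campaign given its own cutoff, cut at about 60% in these data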;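 further: 0% = DMSO treated cells and 100% = gossypol at 36 µM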
LRH-1 inv ag = NR5A2 inverse agonism in reporter assay. O00482. HEK293T StAR-luciferase reporter, LRH-1 transfected, 24 h. 360,000 compounds, 0.13% hits. inhibition, % at 3.6 µM;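 active means inhibition above the mean inhibition of all tested compounds plus 3 SD, cut at about 73% in these data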;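 further: 0% = DMSO wells and 100% = reporter-only cells lacking LRH-1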
An asterisk follows results filed as active; . = no result given. These rows are one share of the data, so the mix of outcomes need not match the whole.

no.	Molecule	NOD2-RIPK2 inh	LRH-1 inv ag	SRC2 inh	NCOA3 inh	MC4R antag cAMP	EBV LMP1 NFkB	ABHD5-PLIN5 inh	NCOA1 inh	MC4R ag barr	NR2F2 inh	TLR9-MyD88 inh
1	CN1CCN(C2=Cc3ccccc3Sc3cc(F)ccc32)CC1	-10	-1	-3	9	7	-17	23*	6	-0.9	-13	4
2	COc1ccc(NC(=O)c2ccc3c(c2)S(=O)(=O)N=C2CCCCCN23)cc1S(N)(=O)=O	-1	9	14	4	13	-4	10	-6	-1.6	-9	4
3	CCOc1ccc(/C=N/n2c(C)nc3ccccc3c2=O)cc1	1	-7	.	4	3	1	-1	-17	0.9	.	3
4	COc1cc(C=O)cc(Cl)c1OC(=O)N1CCOCC1	6	7	13	-19	10	-5	-5	2	0.7	6	-18
5	Cc1ccc(-c2nc(Nc3cccc(C)c3)sc2CC(=O)O)cc1	5	-79	-79	-64	-9	-11	-16	-59	-0.7	-19	7
6	O=C(CCCn1cnc([N+](=O)[O-])n1)Nc1cccc2ccccc12	-5	4	-18	-5	2	3	1	-8	-1.5	-5	-3
7	CC(C)OCCCNC(=O)C1CC(=O)N(CCc2ccc(F)cc2)C1 (configuration not stated)	5	-7	-28	-15	-2	6	1	5	-0.5	-12	4
8	O=C(c1cccc(S(=O)(=O)N2CCCCC2)c1)N1CCc2ccccc21	-9	-29	2	13	9	0	1	-2	0.0	10	-6
9	CCN(CC)S(=O)(=O)c1ccc(N2CCCC2)c(NC(=O)c2ccncc2)c1	-6	-8	7	1	21	-11	0	-4	-0.1	11	-3
10	Cc1cccc(NC(=O)N(Cc2cc3cc(C)ccc3[nH]c2=O)CC2COCCO2)c1 (configuration not stated)	-4	-7	-9	16	-1	6	6	-1	0.3	-12	14
11	Cn1c(=O)c(C#N)c(-c2ccc(F)cc2)c2cc(C(=O)c3cc(Cl)cc(Cl)c3O)cnc21	4	2	-14	15	15	4	-12	-1	-3.3	4	-3
12	CCn1c(SC)nc2c(c1=O)SC(C)C2 (configuration not stated)	1	2	-37	-18	13	-3	-6	2	-1.0	-5	-3
13	CCOc1ccc(-c2ccc3nnc(SCC(=O)NCC4CCCO4)n3n2)cc1 (configuration not stated)	-4	-23	-13	11	1	-1	5	-6	-2.2	4	-2
14	COCCNC(=O)C(=O)N/N=C(\C)CC(=O)Nc1ccc(Cl)cc1Cl	-9	-4	5	0	3	5	16	-10	-3.9	-5	-1
15	COc1cc(/C=C2/SC(=S)N(CCC(=O)N3CCN(C)CC3)C2=O)cc(OC)c1OC	-2	0	-1	-15	0	2	-12	16	-1.5	9	8
16	O=C(CN1C(=O)c2ccccc2C1=O)N1CCN(c2ccccn2)CC1	-22	16	-2	0	0	-25	6	6	0.7	22	-7
17	Cc1cc(=O)oc2c(CN(C)Cc3ccccc3)c(O)ccc12	-7	-7	11	18	15	2	0	0	-1.0	-1	-10
18	Cc1c(NS(=O)(=O)c2cccc3nsnc23)c(=O)n(-c2ccccc2)n1C	-5	3	-18	6	4	-19	-4	-5	0.9	-11	17
19	Cc1cc(N(C)/N=C/c2ccccc2)nc(-c2ccccc2O)n1	3	-8	-11	4	0	-29	-3	-8	-1.6	-16	1
20	O=C(CSc1nnc(-c2ccco2)o1)Nc1ccccc1Cl	-7	-2	-18	-22	6	2	1	-8	-2.6	-20	1
21	CNC[C@H]1Oc2cc(Br)ccc2S(=O)(=O)N([C@H](C)CO)C[C@H]1C	3	13	-32	2	5	-2	7	6	-0.3	-5	-1
22	Cc1ccc(SC[C@H](Cc2ccccc2)N2CCN(CCc3ccccc3)CCC2=O)cc1	-2	14	26	-7	-1	0	-6	-10	2.1	-6	9
23	NNC(=O)CN1C(=O)Nc2ccc(Cl)cc2C1c1ccccc1 (configuration not stated)	4	15	9	-8	19	-2	-9	6	2.1	7	-7
24	Cc1ccc(S(=O)(=O)NCC(=O)OCCOc2ccccc2F)cc1	-2	-3	9	3	18	-1	6	-10	-0.7	-14	-5
25	CC(C)(C)c1ccc(C(=O)NC(Cc2ccccc2)C(=O)O)cc1 (configuration not stated)	-18	8	4	-6	16	-5	-2	5	3.0	-15	-2
26	O=C1CC(=C2c3ccccc3-c3ccccc32)C(=O)N1CCN1CCN(c2ccccc2)CC1	3	4	-17	17	-1	4	2	11	-0.7	2	3
27	CCOc1ccccc1NC(=O)c1cnccn1	-16	-8	-16	-1	6	-2	7	-3	-0.8	-28	-3
28	CCOC(=O)c1c(C)[nH]c(C(=O)OCC(=O)NCc2ccc(C)cc2)c1C	-1	4	-16	-4	-1	7	3	4	5.2	7	-9
29	c1ccc(C2=Nn3c(nnc3-c3cc(-c4ccccc4)n[nH]3)SC2)cc1	4	39	1	13	-8	24	5	-28	0.6	-15	16
30	Cc1ccc(-c2nnc(Nc3ccc(CC(N)=O)cc3)c3ccccc23)cc1	-15	-8	-29	0	6	6	11	-38	-0.6	12	0
31	O=C(COC(=O)CSCC(=O)N1CCCCC1)NCc1ccc(F)cc1	-8	11	-2	-1	13	5	-3	-6	-2.2	9	0
32	Cc1nc(SCC(=O)Nc2ccc(Cl)cc2[N+](=O)[O-])nc(C)c1C	-7	23	6	-2	1	-8	3	1	1.5	-4	10
33	C=C(C)c1cccc(C(C)(C)NC(=O)N2CCC(C)CC2)c1	0	16	-7	11	3	10	-2	10	1.4	5	7
34	Cn1c(SCc2nc(-c3cccs3)no2)nnc1C1CCCCC1	-1	9	15	6	9	-4	4	3	0.7	5	0
35	COc1cc(C(CC(=O)Nc2ccccn2)N2Cc3ccccc3C2=O)cc(OC)c1OC (configuration not stated)	-17	-9	4	-7	1	7	-2	3	2.1	0	-10
36	CCOC(=O)C1C(=O)CC(C)(O)C(C(=O)OCC)C1c1ccc(SC)cc1 (configuration not stated)	-10	7	7	3	-4	6	3	-30	1.6	3	5
37	Cc1c(C#N)c(N=CN(C)C)c(C(=O)c2ccccc2)n1-c1ccc(Br)cc1	-6	-22	15	13	3	5	4	0	3.1	-16	6
38	CC(C)CN1CCC(C(=O)N2CCN(c3ccccc3F)CC2)CC1	-9	-2	9	20	22	-1	10	19	0.0	-3	-13
39	CCOc1cc(-c2noc(CCCC(=O)NC3CCCCC3)n2)ccc1OC	-5	-18	-26	-17	-3	11	3	-33	0.0	14	-8
40	CCOC(=O)c1cc(=O)n2c(nc3ccccc32)[nH]1	10	-32	-43	-45	-1	-13	4	-37	-2.0	-17	0
41	COc1ccc(CCC(=O)NNC(=O)c2cccs2)cc1	-7	-11	3	-9	5	3	3	-13	-0.6	13	-4
42	CC(C)C(NC(=O)c1ccc([N+](=O)[O-])cc1Cl)C(=O)N1CCCC1 (configuration not stated)	7	9	-19	17	-5	4	7	-3	-1.2	-38	-2
43	CCOC(=O)c1ccccc1NC(=O)c1cccnc1	1	37	-11	-11	2	-6	-5	7	1.3	26	-8
44	COc1ccccc1NC(=O)CC(NCCN(C)C)C(=O)O (configuration not stated)	-5	7	5	0	-4	0	0	2	-0.4	1	1
45	O=C(c1cccs1)N1CCc2ccccc21	-3	-102	-52	-86	9	-27	8	-61	2.0	-45	-22
46	Cc1cccc(C)c1N1CCN(C(=O)N2CCCCC2)CC1	-5	11	7	9	-4	2	-7	-2	0.1	10	-2
47	O=C1[C@@H]2[C@H](C(=O)N1n1cnnc1)[C@H]1C=C[C@@H]2C1	2	7	-11	7	6	5	5	18	-0.3	3	-6
48	COc1ccccc1-c1cc(C(=O)N/N=C/c2ccc(C)o2)c2ccccc2n1	5	8	8	9	0	3	1	5	-1.2	17	-15
49	O=C(NCC1CCCN(Cc2ccccc2F)C1)c1cccc(C(F)(F)F)c1 (configuration not stated)	-4	4	-4	7	-1	4	3	-26	0.5	2	-6
50	COc1ccc(CS(=O)(=O)c2nc(C)cc(C)c2S(C)(=O)=O)cc1	-3	-14	-6	15	-1	7	3	-3	0.2	-1	-5
51	CC(=O)c1ccc(OC(=O)CCc2ccccc2)cc1	0	-6	-8	-25	14	5	-1	-2	-0.3	2	4
52	CC(CCc1ccccc1)NC(=O)Cc1ccccc1 (configuration not stated)	0	13	-24	3	3	-2	-5	2	-0.9	7	-8
53	CCOc1ccc(C(=O)NC2CC(=O)N(c3ccc4c(c3)OCCO4)C2)cc1 (configuration not stated)	-2	-7	-18	-5	1	-3	1	-10	-2.5	-4	-9
54	CN(C)c1cccc(C(=O)Nc2ccc(N3CCOCC3)cc2)c1	8	-47	8	-27	0	-6	-9	-36	-2.6	-7	-8
55	CCOc1ccc2[nH]c(=O)c(CN(CCO)Cc3nnnn3CCc3ccccc3)cc2c1	4	2	-11	-10	2	-5	4	-7	-2.0	-6	-1
56	C=CCNC(=O)c1cc(-c2ccc(Br)cc2)on1	-1	-80	-44	-97	19	-31	4	-83	1.9	-37	11
